# MITF primary – human MITF inhibition, primary screen; hit rate 0.91% among 650,000; O75030; inhibition, % at 2.6 µM; AlphaScreen MITF homodimerization, bead proximity signal; in the data active = inhibition above about 50%;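 also: 0% = vehicle wells with protein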
# FBW7 activator – activators of human E3 ligase FBW7; hit rate 0.13% among 650,000; AlphaScreen FBW7–phospho-cyclin E peptide binding, activator screen; normalized activity (activation), % at 26.1 µM; Q969H0; AID 1259310; in the data active = normalized activity above about 1.9%;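 also: purified mutant Fbw7 with reduced substrate affinity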
# Target sequence (Q969H0 whole entry, looked up): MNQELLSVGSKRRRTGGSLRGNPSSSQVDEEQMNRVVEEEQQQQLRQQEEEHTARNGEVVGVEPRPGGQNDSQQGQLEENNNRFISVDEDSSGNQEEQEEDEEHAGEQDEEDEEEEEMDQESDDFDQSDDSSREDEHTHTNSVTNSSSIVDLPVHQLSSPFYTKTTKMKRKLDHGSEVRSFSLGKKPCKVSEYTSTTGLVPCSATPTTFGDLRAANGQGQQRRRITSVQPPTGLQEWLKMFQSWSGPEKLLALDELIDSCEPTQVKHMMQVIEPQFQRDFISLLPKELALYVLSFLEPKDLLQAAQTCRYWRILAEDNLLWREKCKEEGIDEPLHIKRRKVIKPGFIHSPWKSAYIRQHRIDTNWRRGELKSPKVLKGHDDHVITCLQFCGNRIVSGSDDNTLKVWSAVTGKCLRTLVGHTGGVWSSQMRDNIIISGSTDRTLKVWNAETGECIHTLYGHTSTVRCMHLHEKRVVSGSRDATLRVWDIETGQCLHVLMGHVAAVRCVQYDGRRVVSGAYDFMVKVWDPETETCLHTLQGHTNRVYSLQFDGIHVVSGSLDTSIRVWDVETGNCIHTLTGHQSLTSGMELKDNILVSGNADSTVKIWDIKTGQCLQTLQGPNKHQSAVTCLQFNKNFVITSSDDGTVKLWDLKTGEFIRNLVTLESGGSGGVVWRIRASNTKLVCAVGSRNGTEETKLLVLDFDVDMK
# GPR151 activ – activates the human receptor GPR151; Q8TDV0; PathHunter beta-arrestin GPR151 cells, luminescence; activation, % at 11.2 µM; hit rate 1% among 650,000; in the data active = activation above about 4.9%;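 also: 0% = median of compound wells and 100% = cells with positive control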
# Target sequence (Q8TDV0 whole entry, looked up): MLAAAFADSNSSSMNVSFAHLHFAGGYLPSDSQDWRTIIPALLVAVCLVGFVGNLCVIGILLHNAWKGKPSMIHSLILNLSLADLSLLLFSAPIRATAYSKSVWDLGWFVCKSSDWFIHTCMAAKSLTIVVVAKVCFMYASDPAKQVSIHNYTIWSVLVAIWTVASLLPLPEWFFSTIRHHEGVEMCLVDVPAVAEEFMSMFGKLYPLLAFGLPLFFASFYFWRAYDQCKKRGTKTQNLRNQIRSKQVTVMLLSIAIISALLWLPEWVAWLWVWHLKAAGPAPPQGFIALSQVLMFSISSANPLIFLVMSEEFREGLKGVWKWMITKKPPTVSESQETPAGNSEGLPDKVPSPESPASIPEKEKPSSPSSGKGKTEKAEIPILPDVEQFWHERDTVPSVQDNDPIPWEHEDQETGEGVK
# TEAD-YAP block – TEAD-YAP interaction inhibition; HEK-TIYL cells, TEAD-Gal4/YAP UAS-luciferase luminescence; inhibition, % at 9.12 µM; hit rate 1.4% among 640,000; in the data active = inhibition above about 32%;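 also: 0% = median of test compound wells and 100% = reference inhibitor wells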
# The depositor's hits bear a star. No enrichment for hits; 3.5% or so of the library scored in one or more.
SMILES,MITF primary,FBW7 activator,GPR151 activ,TEAD-YAP block
Cc1ccc(-c2cc(N)n(Cc3cccc(Cl)c3)n2)cc1,4,0.1,0.7,0
COc1ccc(CN2CCN(Cc3cc(=O)oc4cc(C)ccc34)CC2)c(OC)c1OC,-2,0.0,1.0,7
COC(=O)CC(NC(=O)c1ccc(OC)c(OC2CCN(C(C)C)CC2)c1)C(=O)OC (centres undefined),-3,0.1,-0.4,-33
CCN(CC)C(=O)Cn1nc2n(CCOC)c3ccccc3n2c1=O,0,1.2,-1.4,11
CCOc1ccc(C(=O)N/N=C(/C)c2cccc(N)c2)cc1,15,0.8,-0.3,13
COCCNCCOc1c(Cl)cccc1Cl,6,0.5,-0.6,6
Cc1cccc(C2=N/C(=C\c3cccc(C(F)(F)F)c3)C(=O)O2)c1,-7,-0.2,-1.4,-4
CSc1ccc2nc(N3CCN(C(=O)c4cnccn4)CC3)sc2c1,-7,-0.2,0.2,-11
Cc1cc(C)c2cc(CN(CCCO)S(=O)(=O)c3ccccc3)c(=O)[nH]c2c1,3,-0.2,2.0,1
CCOC(=O)CC(=O)CSc1nc(-c2ccc(OC)cc2)ns1,0,-0.2,-1.2,-60
COCC(=O)NC(c1ccc(OC)c(OC)c1)c1nccn1C (centres undefined),14,0.1,0.3,1
CC1=C(C(=O)OC2CCCCCCC2)C(c2ccc([N+](=O)[O-])cc2)NC(=O)N1C (centres undefined),-6,-0.2,-0.2,-10
O=C1C(=Cc2cnc(N3CCCCC3)s2)C(=O)c2ccccc21,0,-0.2,0.7,-7
O=C(COC(=O)c1ccc2c(c1)OCO2)COC(=O)c1ccc2c(c1)OCO2,13,0.7,-1.3,8
Cc1c(C(=O)Nc2ccc(F)cc2Cl)sc2ncn(CC(=O)N3CCCC3)c(=O)c12,5,0.3,-1.0,3
Cc1cc(Nc2nc3ccccc3[nH]c2=O)n(-c2ccccc2)n1,2,0.0,0.9,24
O=C(C(O)c1ccc(Cl)cc1)N1CCC(Oc2ccc3cnccc3c2)CC1 (centres undefined),2,0.0,0.1,3
O=C(CSc1nc2ccccc2[nH]1)Nc1cc(C(F)(F)F)ccc1Cl,-5,0.0,-0.6,-6
Cc1onc(-c2ccccc2)c1CNS(=O)(=O)c1cccc(Br)c1,9,0.8,-0.5,-2
COc1cccc(-n2c(=S)sc3c(=O)n(-c4ccccc4)c(SCC4OCCO4)nc32)c1,0,0.0,-0.4,-7
O=C(CNC1CCCCCC1)Nc1ccc(N2CCCCC2)cc1,28,-0.3,0.0,-12
CCOc1ccccc1C1C(C(=O)OCCSCC)=C(C)NC2=C1C(=O)C(C(=O)OC)C(C)C2 (centres undefined),-1,0.1,1.3,6
CCCOc1ccc(/C=N/NC(=O)OC)c(O)c1,-11,0.3,-0.3,-16
COc1ccc(CCNc2ncnc3nc(-c4ccc(C(=O)NC5CC5)cc4)[nH]c23)cc1,0,0.0,-1.8,-11
Cc1ccc(NC(=O)CS(=O)CC(=O)NC(C)CCc2ccco2)cc1Cl (centres undefined),-11,0.0,-0.2,-1
COc1ccc(Cc2nc3sc4c(c3c(=O)[nH]2)CCC4)cc1OC,1,0.0,-1.6,14
CC1=C(C(=O)Nc2ccccc2)C(c2cccc(Br)c2)n2ncnc2N1 (centres undefined),9,0.7,-0.6,-1
O=C(Cn1nnc2c(cnn2-c2ccccc2)c1=O)N1CCCC1,4,0.2,0.9,10
O=C(Nc1cccnc1)c1c[nH]c2ccccc2c1=O,19,0.5,-5.2,-47
CCOc1cc(/C=C(\C#N)C(=O)NCCOC)ccc1OCc1ccccc1,9,0.0,0.1,-6
O=S(=O)(c1ccc(-c2ncnc3[nH]ccc23)cc1)N1CCc2ccccc2C1,13,-0.3,0.8,13
Oc1ccc(C2(c3ccccc3O)CCCCC2)cc1,0,-0.1,0.6,-12
O=C(O)/C(=C/c1ccc2c(c1)OCO2)NC(=O)c1ccc(Br)cc1,6,-0.1,2.0,4
COc1ccc(CN2CCNC(=O)C2CC(=O)N2CCCCC2)c(OC)c1 (centres undefined),2,0.6,-1.7,5
Cc1ccc(NC(=O)CSc2nc3ccc([N+](=O)[O-])cc3[nH]2)cc1,14,0.0,1.8,-6
CCOC(=O)C1=C(C)N=c2s/c(=C\c3c[nH]c4ccccc34)c(=O)n2C1c1ccc(C)cc1 (centres undefined),1,0.1,-0.6,-8
O=C1CSC(c2cc3c(cc2[N+](=O)[O-])OCO3)N1c1ccccc1F (centres undefined),-1,-0.2,2.6,-5
CCc1cccc(NC(=O)CCc2nc3ccccc3[nH]2)c1,0,0.1,0.0,-6
COc1cccc(CNc2sc3c(c2C(=O)Nc2cc(OC)ccc2OC)CCC3)c1,7,0.0,1.5,8
O=C1C2C3CCC(C3)C2C(=O)N1c1ccc(Cl)cc1F (centres undefined),3,-0.1,1.5,-6

# Profiles from above. Order of screens: MITF primary	FBW7 activator	GPR151 activ	TEAD-YAP block
# COc1ccc(CN2CCNC(=O)C2CC(=O)N2CCCCC2)c(OC)c1 (centres undefined) is entered as 2	0.6	-1.7	5
# CCOc1cc(/C=C(\C#N)C(=O)NCCOC)ccc1OCc1ccccc1 is entered as 9	0.0	0.1	-6
# CC1=C(C(=O)Nc2ccccc2)C(c2cccc(Br)c2)n2ncnc2N1 (centres undefined) is entered as 9	0.7	-0.6	-1
# COc1ccc(CCNc2ncnc3nc(-c4ccc(C(=O)NC5CC5)cc4)[nH]c23)cc1 is entered as 0	0.0	-1.8	-11
# O=C(O)/C(=C/c1ccc2c(c1)OCO2)NC(=O)c1ccc(Br)cc1 is entered as 6	-0.1	2.0	4

# (cont.)
SMILES,MITF primary,FBW7 activator,GPR151 activ,TEAD-YAP block
COc1ccc(-c2cc(C(=O)O)nn2C)cc1,-6,0.6,-4.4,-2
COCCNC(=O)c1cc2c(=O)n3cccc(C)c3nc2n(Cc2ccco2)c1=N,4,0.1,-1.5,-2
CN(C)c1cccc(CNC2CCN(CCc3cccs3)CC2)c1,18,0.1,-0.6,0
O=C(COc1ccccc1)Nc1c(C(=O)Nc2ccccc2)oc2ccccc12,10,0.3,-0.7,-1
Cc1ccc(OCCC(=O)Nc2c(C)n(C)n(-c3ccccc3)c2=O)cc1,2,-0.2,2.7,13
COc1cccc(NC(=O)Cn2c(C)cc(=O)c3ccccc32)c1,13,0.3,-0.4,54*
CNC(=O)CN(C1CCCCC1)S(=O)(=O)c1ccccc1,13,0.0,0.0,-6
COc1ccc(C(=O)C2CCN(Cc3nnnn3C(C)(C)C)CC2)cc1,15,0.8,-0.6,20
CCC(C(=O)Nc1cc(C)nn1-c1ncnc2c1cnn2-c1ccc(C)cc1C)c1ccccc1 (centres undefined),13,0.2,-1.8,-1
COc1ccc(CCN2CC34C=CC(O3)C(C(=O)NCc3ccccc3Cl)C4C2=O)cc1OC (centres undefined),12,0.1,-1.2,-2
COc1ccc(-c2cc(C(F)(F)F)n3nc(C(=O)Nc4ccc(Cl)cn4)cc3n2)cc1,-2,0.0,-0.7,6
Cc1nnc2sc(SCC(=O)c3ccc(Cl)cc3)nn2c1=O,13,-0.7,-2.4,3
CCN1CCc2c(sc(NC(=O)c3cccc(Oc4ccccc4)c3)c2C(N)=O)C1,-4,-0.1,4.7,-7
CC(C(=O)NCCCN1CCOCC1)n1ncn2cccc2c1=O (centres undefined),-1,-0.3,1.5,9
CC(C)(C)n1ncc2c(=O)n(CC(=O)Nc3cccc([N+](=O)[O-])c3)cnc21,-1,-0.1,-0.1,14
O=C(COC(=O)c1ccccc1N1C(=O)C2C3CCC(C3)C2C1=O)c1ccccc1 (centres undefined),-1,0.0,-1.1,-1
CC1=C(C(=O)OCc2ccccc2)C(c2cccnc2)n2ncnc2N1 (centres undefined),21,0.0,-0.1,3
CC(C)C(NC(=O)C1CCCCC1)C(=O)Nc1ccc2c(c1)OCCO2 (centres undefined),6,-0.1,0.4,-17
Cc1ccc(-n2nc(C(=O)N3CCOCC3)c3c4ccccc4n(C)c3c2=O)cc1,-6,0.0,1.3,1
Cc1sc(NC(=O)CN(C(=O)NCc2ccccc2)C2CCCCC2)c(C(N)=O)c1C,13,0.0,0.5,-7

# Some values from above.
# COc1ccc(CCN2CC34C=CC(O3)C(C(=O)NCc3ccccc3Cl)C4C2=O)cc1OC (centres undefined) in MITF primary reads 12
# Cc1ccc(-n2nc(C(=O)N3CCOCC3)c3c4ccccc4n(C)c3c2=O)cc1 in MITF primary reads -6

# Following part.
SMILES,MITF primary,FBW7 activator,GPR151 activ,TEAD-YAP block
O=[N+]([O-])c1ccc(OCCOCCO)cc1,-11,-0.2,-1.9,1
CCOC(=O)C(=O)NCC(c1cccnc1)N1CCN(c2ccc(OC)cc2)CC1 (centres undefined),-10,-0.2,0.9,3
CCCc1cc(=O)oc2cc(O)c(Cl)cc12,7,-0.1,-1.6,9
O=C(Cc1cn(-c2ccc(Nc3ccc(N4CCOCC4)cc3)nn2)c2ccccc12)NCCOc1ccccc1,17,0.1,0.9,-1
CC(C)(O)C#Cc1ccc(C(=O)OCC(=O)c2ccc([N+](=O)[O-])cc2)cc1,2,-0.3,-0.3,14
O=C(CCC(=O)OCC(=O)c1ccc(Br)cc1)Nc1ccccc1Cl,-1,0.0,-0.9,-2
O=C(CCCCCN1C(=O)c2cccc([N+](=O)[O-])c2C1=O)Nc1ccc(F)cc1,4,0.1,0.8,21
Cc1cccc2cc(CN(CCCN3CCOCC3)C(=O)NCc3ccccc3)c(=O)[nH]c12,11,-0.1,0.8,5
FC(F)(F)COc1nc(NCCOC23CC4CC(CC(C4)C2)C3)nc(OCC(F)(F)F)n1,5,0.4,0.0,8
CC(C)N(CCO)C(=O)CCc1nnc(CCCc2ccccc2)o1,0,0.1,-0.4,-20
Cc1ccnc2nc(C(=O)Nc3ccc(S(=O)(=O)N4CCCC4)cc3)nn12,4,0.2,1.7,5
COc1ccc(CC(=O)Nc2ccc(Cl)cc2)cc1OC,1,0.0,0.5,5
CCC(C)c1ccc(NC(=O)c2cccc(Cl)c2)cc1 (centres undefined),4,0.0,-3.6,-62
CCOC(=O)CNS(=O)(=O)c1cc(Cl)ccc1Cl,13,0.0,-0.4,-1
NC(=S)NN1N=C(c2ccccc2)CC1=O,11,-0.9,-0.2,-5
CC(CNC(=O)c1ccc(C(=O)c2ccccc2)cc1)NC(=O)c1ccc(C(=O)c2ccccc2)cc1 (centres undefined),-5,-0.1,0.3,-4
COc1ccc(Nc2cc(-c3cncc(-c4ccc(OC)cc4)c3)nc(C)n2)cc1,7,0.1,2.1,-4
CC(C)C(NS(=O)(=O)c1ccc(Br)cc1)C(C)C,-2,0.1,0.8,-7
O=S(=O)(c1ccc(Cl)cc1Br)N1CCCCC1,-6,-0.1,1.4,6
O=C(OCc1cccc([N+](=O)[O-])c1)C1COc2ccccc2O1 (centres undefined),2,-0.1,-1.2,-3
CCCN(CC1CC1)C(=O)CSc1nc(N)cc(N)n1,-2,0.1,-0.3,4
O=C(Nc1ccc(Cl)c(Cl)c1)c1ccccc1[N+](=O)[O-],-1,-0.1,1.6,-19
CCC1=NN(C(=O)c2cccc(C)c2O)C(O)(c2ccncc2)C1 (centres undefined),-46,-0.1,-0.3,-6
O=C1NC(c2ccc(Br)cc2)=N/C1=C/c1ccccc1,7,0.2,-1.0,-9
Cc1ccc(NC(=O)C(Cc2c[nH]c3ccccc23)NC(=O)C(c2ccccc2)c2ccccc2)cc1C (centres undefined),-2,-0.1,-1.4,-5
CCOC(=O)c1oc2ccc(Br)cc2c1N,5,-0.1,-0.9,-55
Cc1sc2c(c1C)c(=O)n(Cc1ccccc1)c(=O)n2CC(=O)N(C)c1ccccc1,-2,0.0,0.6,-1
O=C(C1CCCCN1S(=O)(=O)c1ccccc1)N1CCc2ccccc21 (centres undefined),-5,0.3,1.5,5
CCOc1cc(/C=N/NC(=O)COc2ccccc2[N+](=O)[O-])cc(Cl)c1O,13,0.1,0.1,0
CC(C)(C)C1CCC(=N/N=C2/NC(=O)C(CC(=O)O)S2)CC1 (centres undefined),1,0.0,-0.5,9
CC(C)n1c(N2CCN(Cc3ccc4c(c3)OCO4)CC2)nc2c(NCc3cccnc3)ncnc21,-6,-0.2,1.7,-9
CCc1ccc(N2CN(CC)CNC2=S)cc1,5,0.0,-0.7,7
CCOC(=O)C1=C(c2ccccc2)Nc2ncnn2C1c1ccco1 (centres undefined),-8,0.1,2.0,15
CC(C)Cn1c(=O)c2c(nc3n2CCCN3C2CCCCC2)n(C)c1=O,9,0.3,0.2,-2
Cc1nc(N/N=C2/CC3CC2C(C)C3(C)C)sc1C(=O)Nc1cccc([N+](=O)[O-])c1 (centres undefined),11,0.2,0.5,-4

# Four structures already listed, sorted by formula weight, high to low.
SMILES,MITF primary,FBW7 activator,GPR151 activ,TEAD-YAP block
Cc1ccc(NC(=O)CS(=O)CC(=O)NC(C)CCc2ccco2)cc1Cl (centres undefined),-11,0.0,-0.2,-1
O=C(CSc1nc2ccccc2[nH]1)Nc1cc(C(F)(F)F)ccc1Cl,-5,0.0,-0.6,-6
COc1cccc(NC(=O)Cn2c(C)cc(=O)c3ccccc32)c1,13,0.3,-0.4,54*
O=C(Nc1cccnc1)c1c[nH]c2ccccc2c1=O,19,0.5,-5.2,-47

# Shown tab-delimited: entries from further up
molecule	MITF primary	FBW7 activator	GPR151 activ	TEAD-YAP block
CCOC(=O)C1=C(C)N=c2s/c(=C\c3c[nH]c4ccccc34)c(=O)n2C1c1ccc(C)cc1 (centres undefined)	1	0.1	-0.6	-8
O=C1CSC(c2cc3c(cc2[N+](=O)[O-])OCO3)N1c1ccccc1F (centres undefined)	-1	-0.2	2.6	-5
CCc1cccc(NC(=O)CCc2nc3ccccc3[nH]2)c1	0	0.1	0.0	-6
COc1cccc(CNc2sc3c(c2C(=O)Nc2cc(OC)ccc2OC)CCC3)c1	7	0.0	1.5	8
O=C1C2C3CCC(C3)C2C(=O)N1c1ccc(Cl)cc1F (centres undefined)	3	-0.1	1.5	-6
COc1ccc(-c2cc(C(=O)O)nn2C)cc1	-6	0.6	-4.4	-2
